SRC1 inh – SRC1 coactivator transcriptional activity inhibitors, primary screen, cell-based, luminescence. Nuclear receptor coactivator 1 (Homo sapiens), Q15788. HEK293 GAL4-SRC1 luciferase reporter. inhibition, % at 3.6 µM. hit rate 0.12% among 360,000. AID 588354, 2011;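 active = inhibition above the campaign mean plus 3 SD, with each screening campaign given its own cutoff, cut at about 60% in these data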;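 also: 0% = DMSO treated cells and 100% = gossypol at 36 µM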
ABHD5-PLIN5 inh – ABHD5-PLIN5 interaction inhibitors, primary screen, cell lysate, split luciferase complementation, luminescence; Split G. princeps luciferase complementation, 4 h; inhibition, % at 4 µM; hit rate 0.78% among 360,000; AID 602281, 2012;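 active = inhibition above the mean inhibition across every tested compound plus 3 SD, cut at about 22% in these data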;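 also: 0% = DMSO only wells and the 100% control is not disclosed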
Target sequence (Q00G26 whole entry, looked up): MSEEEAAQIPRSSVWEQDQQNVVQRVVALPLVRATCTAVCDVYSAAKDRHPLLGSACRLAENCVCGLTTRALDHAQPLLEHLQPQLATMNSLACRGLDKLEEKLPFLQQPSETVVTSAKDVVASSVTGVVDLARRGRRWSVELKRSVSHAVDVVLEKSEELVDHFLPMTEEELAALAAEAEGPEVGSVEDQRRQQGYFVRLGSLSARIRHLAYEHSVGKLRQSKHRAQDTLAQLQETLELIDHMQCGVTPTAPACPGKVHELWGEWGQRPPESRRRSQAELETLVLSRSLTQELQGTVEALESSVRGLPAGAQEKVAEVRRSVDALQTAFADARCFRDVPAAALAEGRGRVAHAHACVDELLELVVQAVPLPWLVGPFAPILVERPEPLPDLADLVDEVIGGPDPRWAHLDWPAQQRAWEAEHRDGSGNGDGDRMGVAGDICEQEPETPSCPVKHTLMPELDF
Target sequence (Q8WTS1 whole entry, looked up): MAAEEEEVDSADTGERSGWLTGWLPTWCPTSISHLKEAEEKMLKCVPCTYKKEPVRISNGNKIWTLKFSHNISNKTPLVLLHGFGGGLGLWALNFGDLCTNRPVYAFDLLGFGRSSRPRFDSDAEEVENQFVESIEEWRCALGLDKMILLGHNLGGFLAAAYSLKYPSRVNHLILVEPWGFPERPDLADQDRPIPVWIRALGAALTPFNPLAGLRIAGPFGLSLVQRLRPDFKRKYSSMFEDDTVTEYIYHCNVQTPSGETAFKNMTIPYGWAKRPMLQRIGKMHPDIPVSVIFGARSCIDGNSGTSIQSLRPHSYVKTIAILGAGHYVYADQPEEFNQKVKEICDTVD
NR5A2 inv ag – LRH-1 (NR5A2) inverse agonists, primary screen, cell-based, luminescence, HEK293T, StAR-luciferase reporter; Nuclear receptor subfamily 5 group A member 2 (Homo sapiens), O00482; inhibition, % at 3.6 µM; LRH-1 transfected, 24 h; hit rate 0.13% among 360,000; AID 602396, 2012;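 active = inhibition above the mean inhibition of all tested compounds plus 3 SD, cut at about 73% in these data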;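 also: 0% = DMSO wells and 100% = reporter-only cells lacking LRH-1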
SRC3 inh – SRC3 coactivator transcriptional activity inhibitors, primary screen, cell-based, luminescence | inhibition, % at 3.6 µM | hit rate 0.17% among 360,000 | HEK293 GAL4-SRC3 luciferase reporter;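 active = inhibition above a per-campaign cutoff, the mean of all compounds plus 3 SD, cut at about 60% in these data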;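 also: 0% = DMSO-treated cells and 100% = gossypol-treated cells at 36 µM; higher means less SRC3-driven luciferase light from the GAL4 reporter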
TLR9-MyD88 inh – inhibitors of TLR9-MyD88 association in cells, primary screen, cell-based, CHO, BLA complementation, fluorescence; Toll-like receptor 9 (Homo sapiens) + Myeloid differentiation primary response protein …; inhibition, % at 4.98 µM; CCF4 FRET ratio; hit rate 0.21% among 340,000;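 active = inhibition above the mean over all tested compounds plus 3 SD, cut at about 21% in these data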;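 also: 0% = DMSO only wells and 100% = clavulanate BLA inhibitor control wells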
COUP-TFII inh – NR2F2 transcriptional activity inhibitors, primary screen, cell-based, luciferase reporter, HEK293T, luminescence; HEK293T NGFI-A luciferase reporter; inhibition, % at 8.6 µM; hit rate 0.7% among 370,000; COUP transcription factor 2 (Homo sapiens), P24468; AID 686940, 2013;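 active = inhibition above a per-plate cutoff, mean inhibition of test wells between control levels plus 3 SD, cut at about 38% in these data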;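 also: cells cotransfected with COUP-TFII expression vector driving the NGFI-A reporter; 0% = median of COUP-TF2 test wells and 100% = reporter-only cells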
NCOA2 inhibitor – inhibition of GAL4-SRC2 driven luciferase reporter, primary screen, SRC2 inhibitor project, cell-based, luminescence; inhibition, % at 9 µM; HEK293 GAL4-SRC2 luciferase reporter; hit rate 0.17% among 370,000;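 active = inhibition above the mean inhibition of all tested compounds plus 3 SD, set per campaign, cut at about 52% in these data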;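 also: 0% = DMSO treated cells and 100% = cells given Gossypol at 36 µM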
TWEAK Fn14 block – inhibitors of TWEAK-Fn14 signaling, primary screen, luciferase reporter cells, uHTS. TWEAK-stimulated Fn14 reporter cells, luciferase luminescence, 8 h. inhibition, % at 10 µM. hit rate 2% among 360,000; in the data active = inhibition above about 50%
TROY NFkB inh – inhibitors of TROY-driven NF-kB signaling, primary screen, Q293 LMP1-TROYcd cells, NF-kB luciferase, uHTS. Q293 LMP1-TROYcd NF-kB luciferase reporter, 4 h. inhibition, % at 10 µM. hit rate 0.98% among 360,000. AID 1347056, 2019;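 active = compounds whose plate-normalised and pattern-corrected inhibition of the luciferase reporter signal at the single screening dose is 50% or more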
Granule exo inh – LAMP-1 surface exposure blockers, TALL-104 cells – cell-based, flow cytometry, MLPCN library, primary screen. hit rate 0.66% among 360,000. TALL-104 LAMP-1 surface exposure; cells stimulated with thapsigargin and PMA. inhibition, % at 10 µM;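 active = inhibition above about 55%, limit read from the data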
NOD2-RIPK2 inh – NOD2-RIPK2 binding disruptors in cells, primary screen, fluorescence, CHO cells, BLA complementation | inhibition, % at 4.98 µM | Receptor-interacting serine/threonine-protein kinase 2 (Homo sapiens), O43353 | hit rate 0.38% among 360,000 | AID 624267, 2012 | CCF4 ratio; in the data active = inhibition above about 21%;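 also: 0% = vehicle only and 100% = reference blocker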
Starred values were filed as active, the others as inactive; nt = no result given.

item | Compound | SRC1 inh | ABHD5-PLIN5 inh | NR5A2 inv ag | SRC3 inh | TLR9-MyD88 inh | COUP-TFII inh | NCOA2 inhibitor | TWEAK Fn14 block | TROY NFkB inh | Granule exo inh | NOD2-RIPK2 inh
1 | COc1ccc(C(=O)COC(=O)c2cccnc2SC)cc1 | -4 | -1 | -8 | 7 | -15 | -45 | -3 | -3 | -17 | -1 | -5
2 | O=C1CCCC2=C1C1(O)C(=O)c3ccccc3C1(O)O2 (stereo not given) | -8 | -51 | 31 | 1 | -4 | -3 | -11 | -7 | -3 | 1 | -2
3 | Oc1ccccc1Cc1c(O)ccc2ccccc12 | -15 | -9 | 9 | -5 | 13 | -1 | -47 | 25 | 18 | -10 | -11
4 | COc1ccc(Cl)cc1NC(=O)C(C)Sc1nncn1C (stereo not given) | -5 | 4 | 2 | -3 | -7 | 16 | 19 | 5 | 6 | 0 | -10
5 | COc1cc(N)ccc1Cc1ccc(N)cc1OC | -3 | 1 | -28 | 6 | 0 | 13 | -5 | 7 | 0 | -1 | 7
6 | O=[N+]([O-])c1cccc(NC(=S)N2CCc3ccccc32)c1 | -16 | -3 | -15 | -13 | -9 | -11 | 4 | 2 | -55 | -8 | -2
7 | O=C(COC(=O)c1cc(=O)c2ccccc2o1)Nc1ccc2ccccc2c1 | -24 | -2 | 39 | 18 | 7 | -15 | 7 | -15 | -11 | 0 | -2
8 | C/C(N)=C(/C#N)C(=O)COC(=O)c1cccc(C)c1O | -8 | 0 | -18 | -9 | 0 | 14 | -3 | 9 | -23 | -4 | 0
9 | O=Cc1cc(-c2ccccc2)[nH]c1-c1ccccc1 | -52 | 1 | -20 | -68 | 6 | -26 | -20 | -3 | -18 | -10 | 4
10 | COc1cc(F)ccc1S(=O)(=O)NCc1cccnc1 | 4 | 0 | -13 | 11 | -8 | 3 | -26 | 14 | 9 | -7 | 0
11 | CC(=O)c1cccc(NC(=O)C2C3C=CC(C3)C2C(=O)O)c1 (stereo not given) | 9 | 1 | 13 | 19 | -1 | 5 | -17 | 12 | 21 | 1 | 3
12 | Cc1ccc(CNC(=O)CCc2nnc(Cc3ccc(-c4ccccc4)cc3)o2)o1 | -2 | 28* | -13 | 0 | 0 | -12 | -31 | 22 | -3 | -1 | -6
13 | COC(=O)c1ccccc1NC(=O)Nc1cccs1 | -2 | -14 | 14 | 12 | -10 | -4 | -9 | -16 | 5 | 31 | -6
14 | O=C(/C=C/c1ccccc1)Nc1scc(-c2ccccc2)c1C(=O)O | -70 | 6 | -93 | -43 | 3 | -20 | -50 | 52* | 27 | -2 | -9
15 | N#Cc1cc2c(=O)n3ccccc3nc2n(CCCN2CCOCC2)c1=O | -4 | 3 | 4 | 12 | -26 | 6 | -22 | -4 | -9 | 0 | -23
16 | CCCCn1nnnc1C(c1cc2ccccc2o1)N1CCN(CC(=O)NC(C)C)CC1 (stereo not given) | nt | 3 | 33 | nt | nt | -13 | -1 | 0 | -23 | -3 | -1
17 | CN(C)CCCOC(=O)c1ccc(Cl)cc1Cl | 0 | 2 | 2 | 5 | -9 | -6 | -1 | -14 | -26 | -8 | -4
18 | CCOc1ccc(N2C(=O)C(C)CNC2=S)cc1 (stereo not given) | -11 | -6 | 13 | 4 | -2 | 0 | 8 | -12 | -4 | -1 | -2
19 | C(=N\Nc1nc2ccccc2s1)/c1ccc2c(c1)OCO2 | -140 | -5 | -215 | -78 | 0 | -75 | -73 | 36 | 5 | -3 | -1
20 | CC1Nc2nc(NC(=O)C(C)(C)C)[nH]c(=O)c2N(C)C1C (stereo not given) | -1 | 3 | -9 | 21 | -8 | -6 | 11 | 12 | -4 | -2 | -8
21 | O=C(NCC(=O)N1CCN(S(=O)(=O)c2cccs2)CC1)c1ccc(Cl)cc1 | -4 | 8 | -5 | 12 | -3 | -9 | -29 | 20 | 7 | 6 | 1
22 | Cc1cc(/C=C2/C(=O)NN(c3ccccc3)C2=O)c(C)n1-c1cccc(O)c1 | 22 | 1 | -27 | 26 | 3 | 41* | -23 | 92* | 81* | -6 | -10
23 | Cc1cccc(C(=O)N/C(=C\c2ccco2)C(=O)N2CCCCCC2)c1 | 2 | -6 | -3 | -16 | 7 | 5 | 13 | -16 | 7 | 1 | -5
24 | COc1cc([N+](=O)[O-])ccc1NC(=O)NCCCN1CCCC1=O | -8 | -1 | 21 | 7 | -17 | 14 | 3 | -8 | -21 | -2 | 0
25 | Cc1ccc(NC(=O)c2ncn(CC(=O)NCc3ccc4c(c3)OCO4)n2)cc1C | -18 | -3 | 5 | -30 | -5 | -2 | -19 | -21 | -56 | -4 | -4
26 | COc1ccc(-c2csc(NC(=O)c3ccccc3F)c2C(=O)O)cc1 | -26 | -4 | -18 | -32 | -3 | -14 | -36 | 20 | -59 | 23 | -3
27 | Cc1nn(C)c(C)c1/C=N/O | 3 | -9 | 4 | 3 | 0 | -9 | -20 | 5 | 8 | 6 | 4
28 | C/C(CC(=O)Nc1ccc(N(C)C)cc1)=N\NC(=O)c1ccccn1 | -119 | 4 | -146 | -58 | 3 | -56 | -31 | -10 | -5 | 2 | 0
29 | CN(C)C(=O)CCc1nc(-c2ccc(C(C)(C)C)cc2)no1 | -68 | -6 | -100 | -68 | 1 | -25 | -13 | -14 | -31 | -2 | 0
30 | COC(=O)c1sc(OC)cc1OCc1ccc(C)cc1 | 2 | 0 | -7 | 17 | 10 | -3 | -28 | -7 | 18 | 5 | -9
31 | Cc1cc(C)c(C#N)c(SCc2ccccc2C)n1 | 1 | -4 | -5 | 11 | -3 | 5 | 6 | -18 | -16 | -3 | -13
32 | O=C(CCN1C(=O)/C(=C/c2ccccc2F)SC1=S)NCCc1ccc(O)cc1 | 1 | -2 | -19 | 5 | 4 | -15 | 8 | -3 | 31 | 1 | 14
33 | CCCSc1nnc(NC(=O)Nc2ccc(C)cc2)s1 | 10 | 4 | -29 | 9 | nt | 2 | -28 | -27 | -21 | 13 | -10
34 | O=C1CC2(CCN(C(=O)c3c(F)cccc3F)CC2)Oc2ccccc21 | -3 | -10 | 19 | 7 | 7 | -2 | 15 | -15 | 19 | 2 | -1
35 | CC(=O)NCc1cccc(CNC(C)=O)n1 | -13 | 3 | 12 | 8 | -3 | 8 | -30 | -4 | -12 | 3 | -6
36 | O=C(c1ccc(S(=O)(=O)Nc2ccc(F)cc2)cc1)N1CCN(c2ccccn2)CC1 | 16 | 0 | 8 | 18 | 5 | 10 | 9 | 27 | 23 | 4 | 12
37 | COc1ccc(C(=O)C[n+]2cccc(Br)c2)cc1 | -2 | -1 | 10 | -6 | -4 | -33 | -11 | -18 | -37 | 1 | -3
38 | CC1CCCCN1CCNC(=O)C1CCCN(c2ncnc3c2nc2n3CCCCC2)C1 (stereo not given) | -17 | -4 | -2 | 26 | -15 | -5 | -17 | 4 | -6 | -3 | -10
39 | Cc1cccc(NC(=O)c2ccc(Cl)c(S(=O)(=O)N3CCc4ccccc43)c2)n1 | -11 | -11 | -6 | 2 | -5 | 19 | 7 | 58* | 37 | 0 | -14
40 | Cc1oc(-c2ccc(Cl)cc2)nc1CS(=O)CC(=O)NCCCN(C)C1CCCCC1 (stereo not given) | 2 | 10 | 16 | -11 | 6 | 8 | -3 | 10 | -5 | 0 | 3
41 | Fc1ccc(C2=CC(c3cccs3)n3nnnc3N2)cc1 (stereo not given) | -20 | 1 | 6 | 3 | -13 | -17 | -17 | -21 | -26 | -8 | -5
42 | c1ccc(OCCOCCOc2ccccc2)cc1 | 10 | -7 | -2 | -2 | -6 | -12 | 1 | -13 | -37 | 7 | 6
43 | CC(=O)Nc1ccc(-c2nnc(SCC(=O)c3ccc4c(c3)Cc3ccccc3-4)n2C)cc1 | -9 | -3 | 10 | -27 | 2 | nt | nt | 27 | -23 | -5 | 4
44 | COc1cc(C(=O)NC(C)c2ccc3ccccc3c2)cc(Cl)c1O (stereo not given) | 12 | -2 | 3 | 4 | -3 | 27 | 9 | 8 | 7 | 8 | -11

Results in sequence from the entries so far:
Granule exo inh for nos. 31 to 42: -3, 1, 13, 2, 3, 4, 1, -3, 0, 0, -8, 7
SRC3 inh for nos. 31 to 42: 11, 5, 9, 7, 8, 18, -6, 26, 2, -11, 3, -2
NOD2-RIPK2 inh for nos. 31 to 42: -13, 14, -10, -1, -6, 12, -3, -10, -14, 3, -5, 6

Some entries already given, reduced to SRC1 inh and NOD2-RIPK2 inh:
nr	mol	SRC1 inh	NOD2-RIPK2 inh
33	CCCSc1nnc(NC(=O)Nc2ccc(C)cc2)s1	10	-10
34	O=C1CC2(CCN(C(=O)c3c(F)cccc3F)CC2)Oc2ccccc21	-3	-1
35	CC(=O)NCc1cccc(CNC(C)=O)n1	-13	-6
36	O=C(c1ccc(S(=O)(=O)Nc2ccc(F)cc2)cc1)N1CCN(c2ccccn2)CC1	16	12
37	COc1ccc(C(=O)C[n+]2cccc(Br)c2)cc1	-2	-3

Assay outcomes from PubChem.

A portion of the library, so the mix of outcomes need not match the whole.
